# IDH1 R132H inh – inhibitors of human IDH1 R132H. inhibition, % at 10 µM. hit rate 0.18% among 70,000. IDH1 R132H reductase, diaphorase/resazurin fluorescence, 60 min; in the data active = inhibition above about 34%;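 also: 0% = DMSO and 100% = no enzyme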
# PRC2 inh – EZH2 (human) methyltransferase inhibition; PRC2 H3K27 methylation, DELFIA TRF, 1 h; inhibition, % at 12.5 µM; hit rate 0.35% among 57,000;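 active = mean inhibition of replicates at least 50% and every single replicate also reaching 50%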;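 also: dimethyl H3K27 on biotinylated H3 21-44 peptide detected by antibody; plate controls were median neutral control wells for no effect and median positive control wells for full effect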
# Target sequence (Q15910 whole entry, looked up): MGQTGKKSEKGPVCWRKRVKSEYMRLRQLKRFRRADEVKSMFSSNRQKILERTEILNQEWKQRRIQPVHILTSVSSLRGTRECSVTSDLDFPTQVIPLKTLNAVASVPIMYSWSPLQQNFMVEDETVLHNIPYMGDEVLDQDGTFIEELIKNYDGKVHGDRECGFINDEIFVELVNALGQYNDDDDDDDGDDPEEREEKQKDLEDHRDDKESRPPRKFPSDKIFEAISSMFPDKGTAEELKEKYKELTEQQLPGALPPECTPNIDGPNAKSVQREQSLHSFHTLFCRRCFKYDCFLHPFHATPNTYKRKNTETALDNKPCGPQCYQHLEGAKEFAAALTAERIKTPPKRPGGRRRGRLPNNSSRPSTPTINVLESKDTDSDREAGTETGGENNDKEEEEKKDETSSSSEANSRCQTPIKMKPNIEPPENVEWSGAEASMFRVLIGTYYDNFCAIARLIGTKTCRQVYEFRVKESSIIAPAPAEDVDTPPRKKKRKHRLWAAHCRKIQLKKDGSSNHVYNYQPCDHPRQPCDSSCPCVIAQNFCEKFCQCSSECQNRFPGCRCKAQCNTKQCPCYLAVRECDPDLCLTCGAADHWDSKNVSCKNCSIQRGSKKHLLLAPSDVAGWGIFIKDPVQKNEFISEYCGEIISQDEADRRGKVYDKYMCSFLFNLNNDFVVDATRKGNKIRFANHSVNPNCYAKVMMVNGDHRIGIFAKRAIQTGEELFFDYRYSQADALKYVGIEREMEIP
# * marks the source's active call; other numbers are inactive results; · = not tested or not shown. An excerpt; the hit share may differ from the screen's.
SMILES,IDH1 R132H inh,PRC2 inh
C[C@@H]1CCCCO[C@@H](CN(C)C)[C@@H](C)CN([C@H](C)CO)C(=O)c2cc(NC(=O)Nc3ccc(F)cc3)ccc2O1,-1.4,-9
N#C[C@@H](O[C@@H]1O[C@H](CO)[C@@H](O)[C@H](O)[C@H]1O[C@@H]1O[C@H](CO)[C@@H](O)[C@H](O)[C@H]1O)c1ccccc1,0.2,-11
C[C@H](CO)N1C[C@H](C)[C@H](CN(C)C(=O)NC2CCCCC2)Oc2ccc(NC(=O)Nc3ccccc3)cc2CC1=O,1.3,9
CC(Oc1ccccc1)C(=O)Nc1cccc(-c2nnc(-c3ccccc3)o2)c1 (stereo not given),0.5,·
C[C@@H]1CCCCO[C@@H](CN(C)C(=O)Nc2ccc(C(F)(F)F)cc2)[C@H](C)CN([C@H](C)CO)C(=O)c2cc(NC(=O)Nc3ccc(F)cc3)ccc2O1,-0.7,·
COc1ccc(NC(=O)COc2ccc([N+](=O)[O-])cc2)c(OC)c1,-0.3,-7
C[C@@H]1CN([C@@H](C)CO)C(=O)c2cccc(N(C)C)c2O[C@H]1CN(C)Cc1ccc(C(=O)Nc2ccccc2N)cc1,-0.1,-22
Cc1noc(C)c1NC(=O)Nc1ccc2c(c1)C(=O)N([C@H](C)CO)C[C@H](C)[C@H](CN(C)S(=O)(=O)c1cn(C)cn1)O2,1.0,·
C[C@H]1CN([C@@H](C)CO)C(=O)CCCn2nncc2CO[C@H]1CN(C)Cc1cccnc1,·,-6
COc1cc([C@H](Cc2ccccc2)NC(C)=O)oc(=O)c1,4.1,·
CCC(=O)Nc1ccc2c(c1)C(=O)N(C)C[C@H](OC)[C@H](C)CN(Cc1cccc(F)c1)[C@H](C)CO2,0.0,5
COc1ccc(OC)c(NC(=O)c2c(NC(=O)c3ccco3)sc3c2CCC3)c1,-0.3,-8
O=C(C[C@@H]1CC[C@H](NC(=O)CCN2CCCCC2)[C@H](CO)O1)Nc1ccc(-c2ccccc2)cc1,-0.4,-10
C[C@H](CO)N1C[C@H](C)[C@H](CN(C)C(=O)Nc2ccc3c(c2)OCO3)Oc2ccc(NC(=O)C3CC3)cc2C1=O,0.4,-17
C[C@@H]1CN([C@@H](C)CO)C(=O)c2cccc(NC(=O)c3ccc(-c4nccs4)cc3)c2O[C@H]1CN(C)C,2.5,·
O=S(=O)(N[C@H]1CC[C@@H](CCn2cc(-c3cccc(F)c3)nn2)O[C@H]1CO)c1ccccc1,-0.3,25
C[C@H]1CN([C@@H](C)CO)C(=O)c2cc(NC(=O)CCCCCC(=O)Nc3ccccc3N)ccc2O[C@H]1CN(C)Cc1ccc(-c2ccccc2)cc1,·,-26
COc1cc(/C=C/C(=O)O)cc(OC)c1OC,-0.1,-8
C[C@@H]1CN([C@H](C)CO)C(=O)c2cc(-c3ccncc3)cnc2O[C@H]1CN(C)C(=O)C1CCCCC1,-3.2,-2
C[C@H]1CN([C@@H](C)CO)C(=O)c2cc(C#CC3(O)CCCC3)cnc2O[C@@H]1CN(C)C(=O)Nc1ccc2c(c1)OCO2,·,-1
Cc1ccc(-c2nc3cc(NC(=O)COc4ccccc4Cl)ccc3o2)c(C)c1,-0.3,-2
C[C@@H]1CN([C@@H](C)CO)C(=O)c2cc(NC(=O)Nc3ccc4c(c3)OCO4)ccc2O[C@@H](C)CCCCO[C@H]1CN(C)C(=O)Nc1cccc2ccccc12,0.2,·
Cc1nc([N+](=O)[O-])c(Sc2nc3ncc(Cl)cc3[nH]2)n1Cc1ccccc1,0.0,2
O=C(C[C@@H]1CC[C@H](NC(=O)Nc2cccc(F)c2)[C@@H](CO)O1)NCC1CC1,0.2,6
CCCC#Cc1ccc2c(c1)O[C@H](CN(C)C(=O)C1CCC1)[C@@H](C)CN([C@H](C)CO)S2(=O)=O,-0.2,4
C[C@H](CO)N1C[C@H](C)[C@H](CN(C)Cc2ccc(Cl)c(Cl)c2)Oc2c(NS(=O)(=O)c3cn(C)cn3)cccc2C1=O,-4.2,0
C[C@H]1CN([C@@H](C)CO)S(=O)(=O)c2ccc(C#CCN(C)C)cc2O[C@@H]1CN(C)Cc1ccc(F)cc1,-5.6,2
C[C@H]1CN([C@@H](C)CO)C(=O)Cc2cc(NC(=O)C3CCCCC3)ccc2O[C@H]1CN(C)Cc1ccc(C(=O)O)cc1,·,-3
CCC(=O)N[C@@H]1CC[C@@H](CC(=O)OC)O[C@H]1CO,0.1,-2
Cc1noc(C)c1S(=O)(=O)Nc1ccc2c(c1)C(=O)N([C@H](C)CO)C[C@@H](C)[C@@H](CN(C)C(=O)Nc1ccc3c(c1)OCO3)O2,1.5,·
COc1ccc(CN2C(=O)C(O)(CC(=O)c3c(C)coc3C)c3ccccc32)cc1OC (stereo not given),-0.1,-12
O=C(NCC[C@H]1CC[C@@H](NC(=O)c2cccnc2)[C@@H](CO)O1)Nc1ccc(Cl)cc1,0.1,3
O=C(O)c1[nH]c2ccccc2c1C(c1ccccc1)c1c(C(=O)O)[nH]c2ccccc12,1.8,3
O=C(CSc1nc2ccccc2c(=O)n1Cc1ccccc1)c1cc2ccccc2o1,0.0,21
CCC(=O)N(C)C[C@@H]1Oc2cc(-c3cccnc3)ccc2S(=O)(=O)N([C@H](C)CO)C[C@@H]1C,0.4,0
C[C@@H]1CN([C@@H](C)CO)C(=O)Cc2cc(NC(=O)C3CCCCC3)ccc2O[C@H]1CN(C)Cc1ccc(Oc2ccccc2)cc1,0.3,·
C[C@H](CO)N1C[C@H](C)[C@@H](CN(C)Cc2cccc(F)c2)Oc2ncc(Br)cc2C1=O,-0.1,-1
C[C@@H]1CN([C@@H](C)CO)S(=O)(=O)c2ccc(C#Cc3ccccn3)cc2O[C@H]1CN(C)C(=O)C1CC1,-0.4,7
C[C@@H]1CCCCO[C@H](CN(C)Cc2ccc3c(c2)OCO3)[C@@H](C)CN([C@@H](C)CO)C(=O)c2cc(NC(=O)c3ccncc3)ccc2O1,1.5,·
C[C@@H]1CCCCO[C@H](CN(C)Cc2ccccc2)[C@@H](C)CN([C@@H](C)CO)C(=O)c2cc(NC(=O)Nc3ccc(F)cc3)ccc2O1,3.6,·
CS(=O)(=O)N(CC(=O)NC1CCCCC1)c1cccc(Cl)c1,-0.5,-7
O=C(CN1C(=O)c2ccccc2C1=O)Nc1cccc2cccnc12,0.1,·
C[C@H]1CN([C@@H](C)CO)C(=O)c2cccc(NS(C)(=O)=O)c2O[C@H]1CN(C)CC1CCCCC1,·,-4
C[C@@H]1CN([C@@H](C)CO)C(=O)c2cc(NS(C)(=O)=O)ccc2O[C@H]1CN(C)C(=O)Nc1cccc2ccccc12,-1.8,3
CO[C@@H]1CN(C)C(=O)c2ccc(NC(=O)c3cccc(Oc4ccccc4)c3)cc2OC[C@H](C)NC[C@H]1C,0.4,-14
CC(NCCC(c1ccccc1)c1ccccc1)c1ccccc1 (stereo not given),-0.9,·
CC(C)C(C(=O)O)N1C(=O)/C(=C/c2ccccc2)SC1=S (stereo not given),0.8,·
C[C@H]1CN([C@@H](C)CO)C(=O)c2cc(-c3ccc(F)cc3)cnc2O[C@@H]1CN(C)C(=O)CN(C)C,-0.7,·
Cc1noc(C)c1NC(=O)Nc1ccc2c(c1)C(=O)N([C@@H](C)CO)C[C@H](C)[C@@H](CN(C)C(=O)CCCN(C)C)OCCCC[C@H](C)O2,2.6,·
OCCCNc1ncnc2oc(-c3ccccc3)c(-c3ccccc3)c12,2.5,7
O=C(C[C@H]1C[C@@H]2c3cc(NC(=O)CC4CC4)ccc3O[C@@H]2[C@H](CO)O1)NCc1ccccc1F,-0.1,-10
CO[C@H]1CN(C)C(=O)c2ccc(NC(=O)NC(C)C)cc2OC[C@@H](C)N(C(=O)NC(C)C)C[C@@H]1C,0.1,-6
C[C@H]1CCCCO[C@H](CN(C)C(=O)Cc2ccccc2)[C@@H](C)CN([C@@H](C)CO)C(=O)c2cc(NC(=O)Nc3ccc4c(c3)OCO4)ccc2O1,1.3,·
CCCCn1c(=O)c2[nH]c(C34CC5CC(CC3C5)C4)nc2n(CCCO)c1=O,-0.3,·
COc1cc(CCC(=O)O)oc(=O)c1,-0.1,·
O=C(C[C@H]1CC[C@H](NC(=O)CN2CCOCC2)[C@@H](CO)O1)NC1CCCCC1,0.3,-2
COc1ccc(NC(=O)N(C)C[C@H]2Oc3cc(C#CCN(C)C)ccc3S(=O)(=O)N([C@@H](C)CO)C[C@H]2C)cc1,-1.0,·
COc1ccccc1OCC(=O)Nc1ccc(-c2nc3ccc(C)cc3[nH]2)cc1,-0.3,-6
CN(C)CC(=O)Nc1ccc2c(c1)[C@@H]1C[C@H](CC(=O)NCc3ccc(Cl)cc3)O[C@H](CO)[C@@H]1O2,-4.5,-10
COc1ccc(-c2cnc3c(c2)C(=O)N([C@H](C)CO)C[C@H](C)[C@H](CN(C)S(=O)(=O)c2ccc(C#N)cc2)O3)cc1,0.3,·

# An excerpt of these results, field by field:
CO[C@@H]1CN(C)C(=O)c2ccc(NC(=O)c3cccc(Oc4ccccc4)c3)cc2OC[C@H](C)NC[C@H]1C
- IDH1 R132H inh: 0.4
- PRC2 inh: -14

CC(NCCC(c1ccccc1)c1ccccc1)c1ccccc1 (stereo not given)
- IDH1 R132H inh: -0.9
- PRC2 inh: ·

CC(C)C(C(=O)O)N1C(=O)/C(=C/c2ccccc2)SC1=S (stereo not given)
- IDH1 R132H inh: 0.8
- PRC2 inh: ·

C[C@H]1CN([C@@H](C)CO)C(=O)c2cc(-c3ccc(F)cc3)cnc2O[C@@H]1CN(C)C(=O)CN(C)C
- IDH1 R132H inh: -0.7
- PRC2 inh: ·

# Record cards, from the list above. Screens in order: IDH1 R132H inh	PRC2 inh
# Results for CO[C@@H]1CN(C)C(=O)c2ccc(NC(=O)c3cccc(Oc4ccccc4)c3)cc2OC[C@H](C)NC[C@H]1C = 0.4	-14
# Results for COc1ccc(NC(=O)N(C)C[C@H]2Oc3cc(C#CCN(C)C)ccc3S(=O)(=O)N([C@@H](C)CO)C[C@H]2C)cc1 = -1.0	·
# Results for C[C@H]1CCCCO[C@H](CN(C)C(=O)Cc2ccccc2)[C@@H](C)CN([C@@H](C)CO)C(=O)c2cc(NC(=O)Nc3ccc4c(c3)OCO4)ccc2O1 = 1.3	·
# Results for CC(NCCC(c1ccccc1)c1ccccc1)c1ccccc1 (stereo not given) = -0.9	·

# More records follow:
SMILES,IDH1 R132H inh,PRC2 inh
COc1ccc(Cl)cc1NC(=O)N(C)Cc1c(C)nn(C)c1C,0.0,-6
C[C@@H]1CN([C@@H](C)CO)C(=O)Cc2cc(NC(=O)Cn3cnnn3)ccc2O[C@H]1CN(C)C(=O)Nc1ccccc1,3.1,·
O=C(N[C@@H]1CC[C@@H](CCNC(=O)C2CCCC2)O[C@@H]1CO)c1ccccn1,0.0,-2
COc1ccccc1NC(=O)C1=C(C)NC(SCC(N)=O)=C(C#N)C1c1ccccc1 (stereo not given),-0.4,-2
CC(=O)N(C)C[C@@H]1Oc2ncc(/C=C/c3ccccc3)cc2C(=O)N([C@H](C)CO)C[C@H]1C,-2.8,9
C[C@@H]1CN([C@@H](C)CO)C(=O)c2cccc(NC(=O)CCCCCC(=O)Nc3ccccc3N)c2O[C@@H]1CN(C)S(=O)(=O)c1cccs1,0.2,-14
COCC(=O)Nc1ccc2c(c1)[C@H]1C[C@H](CC(=O)N[C@H](C)c3ccccc3)O[C@H](CO)[C@H]1O2,0.0,1
O=C(CCCCC(=O)N/N=C/c1nccs1)NO,·,-4
C[C@@H]1CN([C@@H](C)CO)C(=O)Cc2cc(NS(C)(=O)=O)ccc2O[C@H]1CN(C)Cc1ccc(C(=O)O)cc1,0.1,·
COc1ccc(S(=O)(=O)N(C)C[C@H]2Oc3c(NC(=O)Nc4ccc(F)cc4)cccc3C(=O)N([C@@H](C)CO)C[C@@H]2C)cc1,-0.9,·
CC(C)COC(=O)N(C)C[C@@H]1OCc2ccccc2-c2c(n(C)c3ccccc23)C(=O)N([C@H](C)CO)C[C@@H]1C,0.0,-16
CCCC(=O)Nc1ccc2c(c1)OC[C@H](C)N(C(C)=O)C[C@H](C)[C@H](OC)CN(C)C2=O,0.2,7
C[C@@H]1CN([C@@H](C)CO)C(=O)c2cc(-c3cccnc3)cnc2O[C@H]1CN(C)C(=O)Cc1cccnc1,·,1
C[C@@H]1CN([C@@H](C)CO)C(=O)c2cccc(NS(=O)(=O)c3ccc(Cl)cc3)c2O[C@@H]1CN(C)S(=O)(=O)c1ccc(Cl)cc1,1.8,·
C[C@H](CO)N1C[C@H](C)[C@@H](CN(C)Cc2cccnc2)Oc2ncc(C#CC3CCCCC3)cc2C1=O,2.7,-2
C[C@@H]1CN([C@@H](C)CO)C(=O)c2cc(NC(=O)NC3CCCCC3)ccc2O[C@@H](C)CCCCO[C@@H]1CN(C)C(=O)NC1CCCCC1,1.3,·
C[C@@H]1CN([C@@H](C)CO)S(=O)(=O)c2ccc(-c3cccc(C(=O)N(C)C)c3)cc2O[C@@H]1CN(C)C(=O)Nc1ccccc1,0.0,·
COc1ccc(CN(C)C[C@@H]2Oc3c(NC(=O)NC4CCCCC4)cccc3C(=O)N([C@@H](C)CO)C[C@@H]2C)cc1,2.3,2
CO[C@H]1CN(C)C(=O)c2cc(NC(=O)c3ccccc3)ccc2OC[C@H](C)N(C(=O)CN(C)C)C[C@@H]1C,0.2,-22
CC(=O)N(C)C[C@@H]1Oc2ncc(C#Cc3ccccn3)cc2C(=O)N([C@@H](C)CO)C[C@@H]1C,1.1,·
COc1ccc(C#Cc2cnc3c(c2)C(=O)N([C@@H](C)CO)C[C@H](C)[C@@H](CN(C)CC2CCOCC2)O3)cc1,-1.1,·
COc1cccc(S(=O)(=O)Nc2ccc3c(c2)OC[C@@H](C)N(Cc2cc(F)ccc2F)C[C@@H](C)[C@H](OC)CN(C)C3=O)c1,0.5,14
COCC#Cc1cnc2c(c1)C(=O)N([C@H](C)CO)C[C@H](C)[C@H](CN(C)C(=O)c1ccc3c(c1)OCO3)O2,0.0,5
